# Assay outcomes deposited in PubChem by National Center for Advancing Translational Sciences (NCATS).
# POLH inh = qHTS for Inhibitors of Polymerase Eta. Potency, µM (top dose mostly 114 µM), without a hit: at the top dose activity change, negative = inhibition, hits mostly inhibitors. hit rate 1.2% among 390,000. DNA polymerase eta (Homo sapiens), Q9Y253. recombinant Pol eta, fluorescent DNA replication assay; note: % is set by controls: 0 for no effect and ±100 for the full control effect
#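 Pol eta at 10 nM preincubated with compounds 15 min at room temperature; reaction started with fluorescent substrate (50 nM final) and read kinetically at 0 and 10 min.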
# JMJD2A Tudor inh = qHTS Assay for Inhibitors of JMJD2A-Tudor Domain; AID 504339, 2011; Potency, µM (series often up to 114 µM), without a hit: at the top dose activity change, negative = inhibition, most hits filed as inhibitors; hit rate 4.4% among 390,000; AlphaScreen JMJD2A-Tudor / H3K4me3 peptide binding; Lysine-specific demethylase 4A (Homo sapiens), O75164; note: % is set by controls: 0 for no effect and ±100 for the full control effect; nearly all actives have a fitted effect of over 50% in size
# BAZ2B block = qHTS Assay for Inhibitors of BAZ2B. Bromodomain adjacent to zinc finger domain protein 2B (Homo sapiens), Q9UIF8. AlphaScreen BAZ2B-H3K14Ac peptide displacement. Potency, µM (top dose mostly 114 µM), inactives show at the top dose activity change, negative = inhibition, hits mostly inhibitors. hit rate 4.4% among 360,000; note: % is set by controls: 0 for no effect and ±100 for the full control effect; nearly all actives have a fitted effect of over 60% in size
#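 AlphaScreen displacement: compounds (up to 110uM) incubated 30 min at room temperature with a preformed 50 nM BAZ2B/50 nM biotinylated H3K14Ac peptide complex in PBS pH 7.4 with Tween-20. Donor and acceptor beads at 10 ug/mL final added, 20 min light-protected before reading.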
# POLK inh = qHTS for Inhibitors of Polymerase Kappa | DNA polymerase kappa (Homo sapiens), Q9UBT6 | purified Pol kappa, fluorescent DNA synthesis assay, 10 min | Potency, µM (top dose mostly 107 µM), inactives show top-dose activity, negative = inhibition, usual class: inhibitors | hit rate 0.53% among 400,000; note: % is set by controls: 0 for no effect and ±100 for the full control effect
#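 Activity was followed as the change in fluorescence between reads at 0 and 10 min after starting the reaction with 50 nM substrate. Beforehand, 10 nM polymerase had been preincubated with compound for 15 min at room temperature.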
# G9a inh = qHTS Assay for Inhibitors of Histone Lysine Methyltransferase G9a. Histone-lysine N-methyltransferase EHMT2 (Homo sapiens), Q96KQ7. hit rate 8.8% among 350,000. Potency, µM (top dose mostly 102 µM), for inactives: top-dose activity, negative = inhibition, hits mostly inhibitors. G9a H3K9 monomethylation, AlphaScreen, 2 h; note: % is set by controls: 0 for no effect and ±100 for the full control effect; nearly all actives have a fitted effect of over 75% in size
# Target sequence (Q96KQ7 913-1193 limits assumed): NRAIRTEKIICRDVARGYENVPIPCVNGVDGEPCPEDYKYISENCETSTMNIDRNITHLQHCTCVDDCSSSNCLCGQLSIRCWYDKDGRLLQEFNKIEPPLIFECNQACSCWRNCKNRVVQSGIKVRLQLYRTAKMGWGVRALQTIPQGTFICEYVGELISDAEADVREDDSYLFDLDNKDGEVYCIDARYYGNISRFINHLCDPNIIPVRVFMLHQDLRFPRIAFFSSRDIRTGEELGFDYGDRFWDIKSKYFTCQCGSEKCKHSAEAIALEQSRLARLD
#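 Signal arises when biotinylated H3K9 peptide, once monomethylated, bridges streptavidin donor and antibody-captured acceptor beads. Enzyme at 20 nM was preincubated 15 min with test compounds; peptide 500 nM and SAM 20 uM then reacted for 2 h.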
# POLI inh = qHTS for Inhibitors of Polymerase Iota | DNA polymerase iota (Homo sapiens), Q9UNA4 | Pol iota fluorescent replication assay, 10 min | Potency, µM (titrated, usually from 115 µM), without a hit: at the top dose activity, negative = inhibition, most hits filed as inhibitors | hit rate 1% among 390,000 | AID 588590, 2011
#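 Pol iota at 10 nM preincubated 15 min with compounds at room temperature; reaction started with fluorescent substrate, 50 nM final. Fluorescence read kinetically at 0 and 10 min; buffer-only wells as negative control.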
# BLM inh = qHTS Assay for Inhibitors of Bloom's syndrome helicase (BLM); RecQ-like DNA helicase BLM (Homo sapiens), P54132; recombinant BLM DNA unwinding, fluorescence dequenching; Potency, µM (top dose mostly 56.1 µM), without a hit: at the top dose activity change, negative = inhibition, hits mostly inhibitors; hit rate 0.2% among 350,000; AID 2528, 2010;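 note: plate controls were vehicle for no effect and no enzyme for full effect; nearly all actives have a fitted effect of over 35% in size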
# APE1 inh = qHTS Assay for Inhibitors of the Human Apurinic/apyrimidinic Endonuclease 1 (APE1) | recombinant APE1, TAMRA/BHQ-2 abasic DNA cleavage fluorescence | hit rate 0.35% among 350,000 | DNA repair nuclease/redox regulator APEX1 (Homo sapiens), P27695 | Potency, µM (series often up to 65.8 µM), inactives show top-dose activity change, negative = inhibition, hits mostly inhibitors;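 note: plate controls were vehicle for no effect and reference inhibitor for full effect; nearly all actives have a fitted effect of over 55% in size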
# Target sequence (P27695 whole entry, looked up): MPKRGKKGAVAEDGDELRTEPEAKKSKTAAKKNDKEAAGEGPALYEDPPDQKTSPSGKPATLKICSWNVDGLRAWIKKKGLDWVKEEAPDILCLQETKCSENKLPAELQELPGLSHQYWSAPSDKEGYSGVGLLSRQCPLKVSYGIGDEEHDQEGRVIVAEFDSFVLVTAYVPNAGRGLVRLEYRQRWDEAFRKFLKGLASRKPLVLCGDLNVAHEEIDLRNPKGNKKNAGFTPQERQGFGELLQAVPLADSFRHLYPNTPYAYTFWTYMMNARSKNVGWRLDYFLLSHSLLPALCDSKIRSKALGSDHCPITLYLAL
#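 Incision of a quenched TAMRA/BHQ-2 THF abasic-site duplex (50 nM) by 0.75 nM APE1, after 15 min compound preincubation, measured as fluorescence increase over three 60 s reads. Values normalized to buffer, DMSO and NSC13755 control wells.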
# POLB inh = qHTS Assay for Inhibitors of DNA Polymerase Beta | Pol beta primer extension/strand displacement, fluorescence kinetic | Potency, µM (highest dose often 114 µM), without a hit: top-dose activity change, negative = inhibition, usual class: inhibitors | hit rate 1.3% among 340,000; note: % is set by controls: 0 for no effect and ±100 for the full control effect
#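 Human Pol beta at 10 nM; strand-displacement substrate 50 nM final. Compound exposure 15 min at room temperature before start, reaction 10 min at room temperature.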
# Starred values were filed as active, the others as inactive; ? = inconclusive; nt = not tested or not shown; & = joins results of further samples; [ ] = remark or other dose. Calls come from the whole dose curve; as a rule, active = well fitted curve in the direction sought with a large enough effect; inconclusive = small, poorly fitted or top-dose-only effect, or another doubt; inactive = no such curve, though single readings can be large; an effect the other way counts as inactive or inconclusive. Potency is the fitted concentration of half-maximal effect.
SMILES,POLH inh,JMJD2A Tudor inh,BAZ2B block,POLK inh,G9a inh,POLI inh,BLM inh,APE1 inh,POLB inh
CCC(C)NC(=O)c1cc2c(=O)[nH]c3ccc(C)cc3c2s1 (stereo not given),?,-21%,-11%,-8%,2%,-17%,-12%,7%,?
Cc1cccc(N2CCN(C(=O)c3oc(=O)c4ccccc4c3-c3ccccc3)CC2)c1C,-16%,-28%,nt,-9%,-11%[59 µM],0%,-5%,nt,7%
Cc1ccc(NC(=O)CSCC#N)cc1Cl,-6%,-7%,4%,-9%,-6%[59 µM],57%[activator],4%,18%,1%
COc1cccc(NC(=O)c2sc(NC(=O)c3ccncc3)nc2C)c1,-4%,-8%,-11%,3%,17%[59 µM],0%,4%,-2%,9%
COc1ccc(-n2c3c(c(=O)[nH]c2=O)C(NC(=O)c2ccncc2)(C(F)(F)F)C(=O)N3)cc1 (stereo not given),1%,1%,-20%,-18%,-3%[59 µM],-6%,-3%,5%,-1%
Cc1cccc(CSc2nnc(-c3ccccn3)n2N)c1,-16%,50µM*,35µM*,-9%,14µM*,37%[activator],0%,2%,27%
Cc1ccc(NC(=O)COC(=O)c2cccc(C)c2[N+](=O)[O-])cc1S(=O)(=O)N1CCCCC1,-3%,-27%,nt,-13%,nt,-14%,nt,13%,nt
Cc1ccc(C(=O)NNC(=O)c2ccc(S(=O)(=O)N3CCOCC3)cc2)cc1,-20%,0%,-12%,3%,-2%[59 µM],97%[activator],1%,63%[activator][12.4 µM],-20%
COc1ccc(NS(=O)(=O)c2cccc(C(=O)NCC(c3ccco3)N(C)C)c2)cc1 (stereo not given),-7%,-22%,-13%,-13%,-43%,27%,nt,-13%,nt
C=C1CCN(c2ccc(C(=O)NCc3ccc(OC)cc3)cc2[N+](=O)[O-])CC1,-17%,?,nt,6%,nt,8%,nt,nt,nt
C/C(N)=C(/C#N)C(=O)COC(=O)c1cc(C)n(-c2ccc(F)cc2)c1C,-22%&-10%,?,?,-12%&-17%,?,-17%&-4%,-10%,-8%,-7%
Cc1cccc2c(SCC(N)=O)nc(-c3ccccc3)nc12,-5%,-6%,6%,-7%,18%,3%,-9%,4%,-1%
CC(CCOC1=NS(=O)(=O)c2ccccc21)NC(=O)C(=O)Nc1ccccc1 (stereo not given),4%,-8%,-2%,6%,nt,13%,2%,-4%,3%
Nc1nnc(SCC(=O)NC2CCCc3ccccc32)s1 (stereo not given),-8%,-10%[11.4 µM],-2%,-10%,nt,-2%,-8%,8%,1%
CS(=O)(=O)N1CCC(NC(=O)Cc2ccccc2)CC1,-7%,-16%,-20%,-16%,-32%[12.7 µM],6%,-1%,5%,2%
Clc1nc2ccccc2cc1/C=N/Nc1nc2ccccc2[nH]1,-17%,-27%,-38%,-7%,-1%[59 µM],37%,-16%,-2%,-10%
CCOc1ccc(CNC(=O)CSc2c3c(nc4ccc(Cl)cc24)CCCC3)cc1,-18%,-6%,nt,-7%,11%[59 µM],1%,0%,nt,1%
Cc1ccc(-c2nc3ccccc3[nH]2)cc1NC(=O)c1sc2ccccc2c1Cl,7%,-17%,-31%,-9%,89%[activator][59 µM],8%,0%,1%,20%
CCC(C)NC(=O)C1CCC(CNS(=O)(=O)c2ccc3c(c2)CC(C)N3C(C)=O)CC1 (stereo not given),-14%,?,-1%,-2%,-11%,38%[activator],0%,22%,20%
CCC1(CC)Cc2ccccc2-c2nc(CN3CCOCC3)[nH]c(=O)c21,-7%,-14%,nt,1%,-34%[59 µM],?,-1%,-7%,9%
O=C(Nc1cccc2c1C(=O)NC2=O)c1cccc(N2C(=O)CCC2=O)c1,2%,-19%,-12%,-1%,-2%,-4%,0%,-7%,-1%
Cc1cccc2cc(C#N)c(SCC(=O)Nc3ccccc3N3CCOCC3)nc12,17%,-12%,-6%,-13%,?,11%,-7%,2%,18%
CCc1ccc2[nH]c(=O)c(CN(CCN(C)C)C(=O)Nc3ccccc3)cc2c1,-16%,-14%,-7%,-4%,-32%,-2%,-9%,2%,18%
CCN1CCN(C(=O)CN(CC)S(=O)(=O)c2ccc(F)cc2)CC1,-17%,-1%,-13%,-14%,17%,11%,-7%,49%[activator],-1%
Cc1cc(C2(c3ccc(O)c(C)c3)OC(=O)c3ccccc32)ccc1O,?,?,50µM*,-35%,?,?,-16%,?,35µM*
CCCN1C(=O)/C(=c2\sc3nc(=O)c(Cc4ccc(C)cc4)nn3c2=O)c2ccccc21,18%,?,?,-4%,nt,?,-2%,11%,21%
Cc1noc(C)c1S(=O)(=O)Nc1cccc(CO)c1,9%,-11%,-3%,-8%,37%,7%,-4%,20%,0%
C=CCOn1c(=O)c(C)[n+]([O-])c2ccccc21,-15%,8%,-9%,-2%,-10%[12.7 µM],12%,-2%,11%,-11%
COc1ccc(Br)cc1CNC(=O)C1CCCCN1S(=O)(=O)c1ccc(F)cc1 (stereo not given),-4%,-30%,1%,-7%,-3%[59 µM],-1%,-7%,nt,-3%
Cc1ccc(Nc2nc(-c3ccncc3)cs2)cc1,-17%,-9%,-3%,-8%,?,44%[activator],-5%,8%,0%
O=C(COC(=O)c1ccncc1)Nc1cc(S(=O)(=O)N2CCOCC2)ccc1Cl,-22%,-17%,9%,4%,?,10%,nt,-12%,nt
CCOC(=O)c1ccc(-c2ccc(/C=C(\C#N)C(=O)Nc3cccc(C)c3)o2)cc1,-7%,-3%,6%,-8%[60.1 µM],-2%[59 µM],-9%,2%,nt,25%
CC(C)c1ccc2c(c1)CCC1C(C)(CN)CCCC21C (stereo not given),-19%,-16%,1%,0%,26%[59 µM],45%[activator],-2%,-4%,4%
O=C(CSc1nnc(CNC(=O)c2ccco2)o1)Nc1ccc(F)cc1,-21%,-8%,-3%,1%,24%,22%,0%,13%,-14%
COc1ccc(N(C)C(=O)c2cn(C)c(=O)c3cc(OC)c(OC)cc23)cc1,-9%&-16%,-5%&11%,-1%&2%,-13%&-14%,3%,16%&-15%,-3%&2%,16%,23%&-11%
CC(=NCCCn1ccnc1)c1c(-c2ccccc2)[nH]n(-c2nc3ccccc3s2)c1=O,?,?,-38%,-13%,1%[59 µM],2%,5%,4%,0%
O=C(CCNC(=O)N1CCn2c1nc1ccccc12)NCc1ccccc1Cl,-2%,-21%,-6%,-3%,?,5%,1%,10%,21%
CCCn1c(NC(=O)c2ccccc2Br)nc2ccccc21,2%,-4%,-3%,-9%,18%,61%[activator],-4%,-9%,-3%
CCC(=O)NC(=S)Nc1ccc(NC(=O)COc2ccccc2)cc1,-24%,-4%,-13%,-11%,-32%[59 µM],6%,-4%,0%,1%
CC(C)(C)OC(=O)N1CCC[C@H]1c1nnc(SCc2ccc(Cl)cc2Cl)o1,-18%,95%[activator],14%,-20%,46%[59 µM],-8%,-11%,12%,14%
Cc1ccsc1C(=O)NCc1ccccc1Cl,-10%,-8%,10%,-2%,62%[activator],18%,-3%,63%[activator],-1%
Cn1c(=O)c2c(ncn2CC(=O)N(Cc2ccccc2)c2ccccn2)n(C)c1=O,2%,-19%,-7%,-19%,-26%[12.7 µM],-3%,0%,0%,-2%
O=C(Cn1cnc2c(OCc3ccccc3)ncnc21)NCC1CCCO1 (stereo not given),-12%,-17%,nt,-2%,nt,34%[activator],nt,4%,nt
Cc1ccccc1C(=O)Nc1ccc(C(=O)N/N=C/c2ccc(O)cc2)cc1,-12%,-7%,-13%,-9%,44%,115%[activator],-9%,-2%,-1%
O=S(=O)(c1ccccc1)N1CCC2(CC1)CN(c1ccccn1)C2,nt,nt,nt,-10%[60.1 µM],46%[12.7 µM],nt,-5%,5%,nt
CC1(C)COC(=S)N1CCC#N,-13%,1%,nt,-2%,nt,-3%,nt,nt,nt
CCOCCCNC(=S)N1CCCC(c2nc3ccc(C)cc3[nH]2)C1 (stereo not given),4%,-13%,-1%,-5%,-9%,-9%,-4%,-1%,10%
Cc1cc(C)n(CC(=O)NC2CCCc3c2cnn3-c2ccccc2F)n1 (stereo not given),-5%,-10%,-2%,13%,-6%,24%,-1%,-7%,?
CC(=O)/C(C=Nc1noc(C)c1Br)=C(\C)O,-3%,0%,-2%,-4%,nt,1%,-5%,7%,0%
COC(=O)Cn1cc(S(=O)(=O)NCc2ccc(C)cc2)c2cc([N+](=O)[O-])ccc21,6%,-5%,5%,-4%[60.1 µM],11%,-8%,-2%,33%,0%
COc1ccc(Nc2nc(N)c([N+](=O)[O-])c(NCc3ccccc3)n2)cc1,-27%,-25%,?,6%,-17%,0%,-1%,-4%,1%
C1CCN=C(Nc2nc3c(s2)CCCC3)CC1,11%,-34%,-29%,0%,?,50%[activator],-5%,0%,-14%
COc1cccc(C(=O)O/N=C(\N)c2ccc([N+](=O)[O-])cc2)c1OC,-14%,-6%,-4%,1%,nt,-5%,-2%,5%,38%
COc1cccc(OCc2ccc(Cl)cc2)c1C#N,-16%,74%[activator],24%,-2%,nt,-19%,-5%,5%,-9%
OCCN1CCN(c2cc(C(F)(F)F)nc3ccccc23)CC1,-17%,4%,-17%,4%,7%,11%,0%,7%,1%

# 3 records picked at random from those above:
SMILES,POLH inh,JMJD2A Tudor inh,BAZ2B block,POLK inh,G9a inh,POLI inh,BLM inh,APE1 inh,POLB inh
O=S(=O)(c1ccccc1)N1CCC2(CC1)CN(c1ccccn1)C2,nt,nt,nt,-10%[60.1 µM],46%[12.7 µM],nt,-5%,5%,nt
OCCN1CCN(c2cc(C(F)(F)F)nc3ccccc23)CC1,-17%,4%,-17%,4%,7%,11%,0%,7%,1%
CCOCCCNC(=S)N1CCCC(c2nc3ccc(C)cc3[nH]2)C1 (stereo not given),4%,-13%,-1%,-5%,-9%,-9%,-4%,-1%,10%

# These rows are one share of the data. The share of hits here may be higher or lower than overall.
